# Bioassay records: PubChem, National Center for Advancing Translational Sciences (NCATS)
# FEN1 inhibitor – qHTS Assay for the Inhibitors of Human Flap endonuclease 1 (FEN1) | P39748 | Recombinant FEN1 flap cleavage, fluorescence, 15 min | Potency, µM (doses to about 114 µM), for the others: at the top dose activity change, negative = inhibition, most hits filed as inhibitors | actives 0.35% (n = 390,000); also: nearly all actives have a fitted effect of over 65% in size
#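 Quantitative HTS format: each compound was titrated, incubated with 10 nM nuclease for 15 min at room temperature, then challenged with flap substrate at 50 nM final. Signal change over 15 min gave concentration–effect curves.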
# KAT2A inh – qHTS Assay for Inhibitors of GCN5L2. Histone acetyltransferase KAT2A (Homo sapiens), Q92830. GCN5L2 HAT assay, ThioGlo1 CoA-SH fluorescence. Potency, µM (top dose mostly 58.9 µM), for inactives: at the highest dose activity change, negative = inhibition, actives largely listed as inhibitors. actives 0.21% (n = 390,000). AID 504327, 2011
# Target sequence (Q92830 whole entry, looked up): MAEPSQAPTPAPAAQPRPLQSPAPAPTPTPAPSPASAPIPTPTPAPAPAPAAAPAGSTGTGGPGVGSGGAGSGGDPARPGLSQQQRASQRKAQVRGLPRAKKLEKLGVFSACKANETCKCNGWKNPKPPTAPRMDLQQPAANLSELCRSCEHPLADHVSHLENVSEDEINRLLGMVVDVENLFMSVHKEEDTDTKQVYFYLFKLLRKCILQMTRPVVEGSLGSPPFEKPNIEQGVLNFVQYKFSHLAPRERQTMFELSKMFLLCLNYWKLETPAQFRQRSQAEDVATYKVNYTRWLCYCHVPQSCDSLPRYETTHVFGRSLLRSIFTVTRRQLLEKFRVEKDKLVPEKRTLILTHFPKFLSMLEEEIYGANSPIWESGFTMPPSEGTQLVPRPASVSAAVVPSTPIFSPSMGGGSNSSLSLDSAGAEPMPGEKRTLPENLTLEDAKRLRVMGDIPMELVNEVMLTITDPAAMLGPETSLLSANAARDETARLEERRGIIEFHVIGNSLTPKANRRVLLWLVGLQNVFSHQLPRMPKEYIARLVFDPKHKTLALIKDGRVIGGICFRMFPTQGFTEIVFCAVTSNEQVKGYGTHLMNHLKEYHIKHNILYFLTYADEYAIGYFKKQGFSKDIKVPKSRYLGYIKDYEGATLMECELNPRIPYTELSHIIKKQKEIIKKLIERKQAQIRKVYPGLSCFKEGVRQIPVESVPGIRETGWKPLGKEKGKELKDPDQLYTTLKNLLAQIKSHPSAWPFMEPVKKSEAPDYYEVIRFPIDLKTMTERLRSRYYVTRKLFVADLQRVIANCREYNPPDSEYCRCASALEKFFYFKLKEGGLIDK
#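 ThioGlo1-coupled HAT assay: 20nM GCN5L2, 70uM acetyl-CoA, 75uM H3(1-25) peptide, pH 7.5. Fluorescence read at 340/540nm at start and after 20 min at room temperature.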
# N370S GC – qHTS Assay for Inhibitors and Activators of N370S glucocerebrosidase as a Potential Chaperone Treatment of Gaucher Disease; Lysosomal acid glucosylceramidase (Homo sapiens), P04062; N370S GC spleen homogenate, 4MU-glucoside fluorescence; Potency, µM (top dose mostly 59.4 µM), for the others: top-dose activity change, negative = inhibition, most hits filed as inhibitors; actives 0.092% (n = 330,000); AID 2101, 2009;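 also: 0% = full enzyme activity and -100% = no enzyme basal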
# An asterisk follows results filed as active; ? = inconclusive; nt = not tested or not shown; & = joins results of further samples; [ ] = dose if it differs, or a comment. Calls follow the shape of the dose curve; as a rule, active = well fitted curve in the direction sought with a large enough effect; inconclusive = small, poorly fitted or top-dose-only effect, or another doubt; inactive = no such curve, though single readings can be large; an effect the other way counts as inactive or inconclusive. Unless noted, % is scaled to controls: 0 for no effect and ±100 for the full control effect; potency is read from the fitted curve at half-maximal effect.
# The first two compounds, ahead of the listing:
SMILES,FEN1 inhibitor,KAT2A inh,N370S GC
CSc1ccc(Cl)c(C(=O)NCc2ccco2)c1,5%,-3%,8%
O=C(COC(=O)/C=C/c1cccc(Cl)c1)NC1CC1,18%,-2%,nt

# This part in full, from the start:
SMILES,FEN1 inhibitor,KAT2A inh,N370S GC
CSc1ccc(Cl)c(C(=O)NCc2ccco2)c1,5%,-3%,8%
O=C(COC(=O)/C=C/c1cccc(Cl)c1)NC1CC1,18%,-2%,nt
CC(C)CN1C(=S)SC(C)(C)C1n1oc(=O)n(-c2ccccc2)c1=O (centres undefined),0%,-8%,-7%
O=C(Nc1c(Cl)cccc1Cl)c1cc(-c2cccc(O)c2)on1,-6%,4%,nt
COc1ccccc1N(CC(=O)Nc1ccccc1C)S(C)(=O)=O,2%,2%,6%
CCSc1n[nH]c2nc3c(c(=O)n12)C1(CCCC1)Cc1ccccc1-3,-1%,-4%,nt
COc1ccc(C)cc1NC(=O)NC1CCN(Cc2ccccc2)CC1,-16%,-2%,-6%
Cc1cc2ccccc2n1-c1ccc(C(=O)N2CCC(C(=O)NCc3ccc(F)cc3)CC2)s1,-1%,-1%,nt
COc1ccc(-n2c(NC(=O)c3ccco3)c(C#N)c3nc4ccccc4nc32)cc1,?,-21%,15%
Cc1coc2cc3oc(=O)c(CCC(=O)NC4CC4)c(C)c3cc12,-2%,3%,5%
CCc1c(C)nc(SCc2ccccn2)[nH]c1=O,3%,-7%,-7%
CCCNC(=O)c1nnsc1S(=O)c1ccc(Cl)cc1 (centres undefined),?,-13%,-5%
Cc1ccc(C)c(N2CCN(C(=O)CCc3nc(-c4ccc(Cl)cc4)no3)CC2)c1,-13%,-9%,nt
O=C(N/N=C/c1sc2ccccc2c1O)c1cccc2ccccc12,-11%,-5%,-14%
CCCCNC(=S)N1CCn2cccc2C1c1ccccc1 (centres undefined),-13%,-7%,1%
COc1cc(Cl)cc(NC(=O)CCN2CCN(C)CC2)c1,8%,1%,-25%
Cc1cc(=O)oc2cc(OCC(=O)c3ccc4c(c3)NC(=O)CO4)ccc12,-30%,-14%,-13%
COc1ccccc1CN1CC(C(=O)N(C)CCCn2nc(C)cc2C)CCC1=O (centres undefined),6%,4%,-17%
COc1ccc(OCc2cc(C(=O)N3C[C@H]4CC[C@H]3C4)no2)c(Cl)c1,-5%,-6%,1%
COc1ccc(NC(=O)c2cn(CCC#N)nc2-c2cc3ccccc3o2)cc1,-6%,-1%,5%
COC(=O)c1ccc(/C=N/n2cnnc2)cc1,4%,-1%,-1%
CC(C(=O)c1ccc(-c2ccccc2)cc1)[n+]1ccccc1 (centres undefined),-3%,-7%,5%
Cc1ccc2cc(CN(Cc3ccco3)C(=S)NCC3CCCO3)c(=O)[nH]c2c1 (centres undefined),3%,-3%,?
N#C/C(=N\O)c1nc2ccccc2s1,15%,0%,-4%
O=S(=O)(c1cnc(Cl)c(Br)c1)N1CCCCCC1,-1%,0%,8%

# Compound profiles, from the list above. Screens in order: FEN1 inhibitor	KAT2A inh	N370S GC
# CCSc1n[nH]c2nc3c(c(=O)n12)C1(CCCC1)Cc1ccccc1-3 is entered as -1%	-4%	nt
# O=C(COC(=O)/C=C/c1cccc(Cl)c1)NC1CC1 is entered as 18%	-2%	nt
# COc1ccc(-n2c(NC(=O)c3ccco3)c(C#N)c3nc4ccccc4nc32)cc1 is entered as ?	-21%	15%
# Cc1ccc2cc(CN(Cc3ccco3)C(=S)NCC3CCCO3)c(=O)[nH]c2c1 (centres undefined) is entered as 3%	-3%	?
# CCCCNC(=S)N1CCn2cccc2C1c1ccccc1 (centres undefined) is entered as -13%	-7%	1%

# The list goes on:
SMILES,FEN1 inhibitor,KAT2A inh,N370S GC
N#CCCn1c(-c2nonc2NC(=O)c2ccccc2Cl)nc2ccccc21,1%,-4%,10%
O=C(N/N=C/c1cccc2cccnc12)c1ccccc1O,16%,-7%,13%
O=C1/C(=C/c2cccnc2)SC(=S)N1Nc1ccccc1,-6%,-27%,-1%
Cn1c(CNC(=O)c2cccs2)nnc1SCC(=O)Nc1ccc(Cl)cc1,8%,-4%,18%
CCN1CCN(C(=S)Nc2cccc(C(F)(F)F)c2)CC1,5%,0%,3%
CCc1ccccc1NC(=O)C1=CC(c2cccs2)=NS(=O)(=O)N1C,-16%,-6%,-3%
CCc1ccc(NC(=O)Cn2c(=O)n(Cc3nc(-c4ccccc4)no3)c(=O)c3cc4c(cc32)OCO4)cc1,13%,-5%,nt
CC1CCCCN1C(=O)CCS(=O)(=O)Cc1ccccc1 (centres undefined),-14%,0%,-13%
Cc1ccc(CN2C(=O)c3ccccc3C2C(=O)NC2CCCCCC2)cc1 (centres undefined),3%,-8%,nt
CN(Cc1ccc(F)cc1)C(=O)c1ccc(NC(=O)CC2SC(N3CCCC3)=NC2=O)cc1 (centres undefined),1%,1%,-6%
CC(NC(=S)Nc1c(Br)cccc1OC(F)F)C(C)(C)C (centres undefined),7%,-2%,-5%
Cn1c(=O)c2c(ncn2CC(=O)OCC(=O)Nc2ccccc2)n(C)c1=O,0%,-3%,6%
Cc1cc(C(=O)NCCN2CCN(c3cccc(Cl)c3)CC2)n(-c2ccccc2)n1,12%,-2%,10%
CC#CCN1c2ccccc2[C@]23C[C@@H](C(=O)OC)N(C(=O)c4ccc(Br)cc4)C2=NC(C(=O)OC)=C(C(=O)OC)[C@H]13,-4%,nt,8%[12.8 µM]
CCOC(=O)N1CCN(Cc2nc3cc(NC(=O)c4ccccc4[N+](=O)[O-])ccc3n2C(C)C)CC1,8%,-19%,nt
C=CCn1c(=O)c2c(nc3n2CCCN3Cc2ccccc2)n(C)c1=O,-20%,-4%,-3%
COc1ccc(-c2csc(NC(=O)c3nc(-c4ccccc4)oc3C)n2)cc1,-1%,?,1%
O=C(CCCc1c[nH]c2ccccc12)Nc1ccc2ccccc2c1,-7%,-10%,16%
CCOC(=O)n1c(=O)n(Cc2cccc(C)c2)c2ccccc21,-10%,-6%,8%
O=C(CC1CCCCC1)NCC1CCCO1 (centres undefined),0%,nt,6%
O=C(Cn1c(=O)oc2ccccc21)Nc1ccc(C(=O)O)cc1,-4%,14%,nt
CCOC(=O)C1=C(C)NC(=O)NC1c1ccc([N+](=O)[O-])o1 (centres undefined),13%,2%,-4%
O=C(O)c1cccc([N+](=O)[O-])c1C(=O)Nc1nc2ccccc2s1,0%,-11%,12%
Clc1ccccc1-c1ccc2ncnc(NC3CCNCC3)c2c1,nt,-8%,-16%
Cc1cc(C)c(NC(=O)C2CCCN(C(=O)c3cnn(-c4ccccc4)c3-n3cccc3)C2)c(C)c1 (centres undefined),0%,-3%,nt

# Going on with the list.
SMILES,FEN1 inhibitor,KAT2A inh,N370S GC
O=c1c2c3c(sc2nc2sc(CN4CCCCC4)cn12)CCCC3,nt,-3%,4%
CCOC(=O)c1cc(-c2ccccc2)n(CCC(=O)N2CCN(c3ccccc3OC)CC2)c1C,-16%,-5%,11%
CC(C)OC(=O)CSc1nnc(-c2ccccc2)n1N,-4%,-2%,4%
O=C(CCc1nc2ccccc2c(=O)[nH]1)Nc1ccc(F)cc1,-3%,-1%,1%
COc1ccc(/C=N/NC(=O)CNC(=O)c2ccncc2)cc1,0%,-8%,-5%
CC(C)Cc1nnc(NC(=O)CCC(=O)N2CC(C)CC(C)C2)s1 (centres undefined),-13%,4%,0%
O=C(O)c1cccc(S(=O)(=O)N(Cc2ccccc2)c2cccc(C(F)(F)F)c2)c1,-5%,-20%,4%
CC(C)C(=O)NNC(=O)CN1CCN(c2nc(-c3ccccc3)cs2)CC1,18%,-3%,-3%
CC(C)(C)/C(O)=C/c1nc2ccccc2oc1=O,20µM*,-6%,9%
CCC(=O)Nc1nc(-c2ccc3c(c2)CC(C)N3S(C)(=O)=O)cs1 (centres undefined),-2%,-9%,-2%
CN1C(=O)CC(C(=O)O)SC1=Nc1cccc(C(F)(F)F)c1 (centres undefined),1%,1%,-1%
O=S1(=O)CC(O)C(N2CCCCC2)C1 (centres undefined),2%,-1%,1%
Cc1nc(N2CCCCCC2)c2ccccc2n1,-6%,-11%,-16%
Cc1ccc(NC(=O)C2CC(=O)N/C(=N/NC(=O)c3ccc(C)cc3)S2)cc1 (centres undefined),-1%,8%,-8%
COc1ccc(OCc2ccc(-c3nc(C#N)c(N4CCC(C(N)=O)CC4)o3)o2)cc1,2%,0%,nt
COC1=C(N)C(=O)c2nc(-c3nc(C(=O)O)c(C)c(-c4ccc(OC)c(OC)c4O)c3N)ccc2C1=O,4µM*,49%[activator],-8%
NC(=O)C1CCN(C(=O)c2ccc3c(c2)N(Cc2cccc(Cl)c2)C(=O)c2ccccc2S3(=O)=O)CC1,3%,-6%,nt
CCC(C)(C)NC(=O)CN(Cc1ccccc1)C(=O)CCC(=O)Nc1nccs1,1%,-2%,-14%
COc1cccc(-c2cc(C(F)(F)F)nc(N3CCOCC3)n2)c1,-1%,-5%,-2%
CC(=O)c1ccc(OCC(O)CN2CCOCC2)cc1 (centres undefined),8%,-4%,2%
O=C(NCc1ccccc1F)C1CCCN1C(=O)Nc1ccc(Cl)cc1 (centres undefined),-5%,3%,-9%
Cc1ccc(CN(C(=O)COc2cccc([N+](=O)[O-])c2)c2ccccn2)cc1,8%,-11%,nt
Cc1ccc(-c2nc(SCC(=O)c3c(N)n(C4CC4)c(=O)[nH]c3=O)n[nH]2)cc1,15%,-1%,nt
CCOc1ccc(NC(=O)CSc2nnc(Cn3c(=O)sc4ccccc43)n2C)cc1,21%,-4%,10%
Cc1ccccc1C(=O)Nc1cc(C(F)(F)F)ccc1-n1cncn1,16%,-5%,nt

# (listing goes on)
SMILES,FEN1 inhibitor,KAT2A inh,N370S GC
CCCc1cc(N2CCCC(C(=O)Nc3ccc(OC)cc3OC)C2)n2ncnc2n1 (centres undefined),0%,-7%,-1%
CC(C)C(O)P(=O)(OCc1ccccc1)c1ccc(N(C)C)cc1 (centres undefined),5%,?,10%
CCC(C)C(NC(=O)C1CCC(C)CC1)C(=O)NC(CCSC)C(=O)OC (centres undefined),1%,2%,-27%
COc1ccc(CNCc2cc(OC)ccc2OC)cc1,-3%,1%,-1%
Cc1cccc2sc(N(Cc3cccnc3)C(=O)c3ccco3)nc12,-20%,-4%,nt
Cn1cccc1C(=O)N1CCC2(CCN(C(=O)Nc3cccc(F)c3)CC2)CC1,nt,-3%,-3%
CN(C)CCN(Cc1cc2cc3c(cc2[nH]c1=O)OCO3)C(=S)NCc1ccco1,2%,-1%,2%
COCCNc1cnn(-c2ccccc2)c(=O)c1Cl,1%,-1%,1%
CC1=C(/C=C/C(C)=C\C=C\C(C)=C\C(=O)O)C(C)(C)CCC1,nt,6%&7%&3%,-6%&1%&2%&9%
COc1cc(C(C)=O)ccc1OCC(O)CN1CCN(c2cc(C)cc(C)c2)CC1 (centres undefined),-15%,4%,-30%
CCn1c(Cc2cccs2)nnc1SCC(=O)Nc1ccc(OC)c(OC)c1,-11%,-2%,4%
COc1ccc(CC(=O)N/N=C(\C)c2cccc(NC(=O)C3CC3)c2)cc1,10%,-20%,-19%
Cc1nn(Cc2cccc3ccccc23)c(C)c1NC(=O)c1cccnc1,-11%,-4%,15%
CCN(CCC#N)c1ccc(N2C(=O)CCCC2=O)cc1[N+](=O)[O-],-10%,-11%,-3%
CCOC(=O)C1CCN(C(=O)CC2(CC(=O)O)CCCC2)CC1,5%,-7%,1%
CC(=O)c1ccc(NC(=O)c2cc3c(=O)oc4ccc(C)cc4c3s2)cc1,12%,-4%,nt
O=C(Nc1ccc(N2CCOCC2)cc1)C1CCCN(S(=O)(=O)c2cccc(C(F)(F)F)c2)C1 (centres undefined),1%,-9%,-2%
Nc1cc(C(=O)N2CCN(c3ccc([N+](=O)[O-])cc3)CC2)ccc1N1CC2CC(C1)c1cccc(=O)n1C2 (centres undefined),12%,-5%,-7%
COc1ccc(Br)cc1CNCCSc1nnnn1C,-11%,0%,-23%
O=C(CC1NCCc2ccccc21)Nc1ccccc1Cl (centres undefined),3%,-14%,-5%
CC(C)OCP(=O)(c1ccccc1)c1ccccc1,8%,0%,6%
COC(=O)c1cc(NC2c3ccccc3C(=O)N2Cc2ccco2)cc(C(=O)OC)c1 (centres undefined),-11%,-9%,4%
CCOc1cccc(C(=O)Nc2ccc(NC(=O)c3ccccc3)c(C)c2)c1,0%,-7%,-18%
COCCNC(=O)CSc1nnc2[nH]c(=O)cc(C)n12,22%,3%,nt
Cc1ccc(C)c(-c2cc(C(=O)NNC(=S)NCC(C)C)c3ccccc3n2)c1,-19%,-3%,-23%

# 4 compounds out of the list above, ordered by the value under N370S GC, highest first.
SMILES,FEN1 inhibitor,KAT2A inh,N370S GC
Cc1nn(Cc2cccc3ccccc23)c(C)c1NC(=O)c1cccnc1,-11%,-4%,15%
O=C(CC1NCCc2ccccc21)Nc1ccccc1Cl (centres undefined),3%,-14%,-5%
CCOc1cccc(C(=O)Nc2ccc(NC(=O)c3ccccc3)c(C)c2)c1,0%,-7%,-18%
COc1cc(C(C)=O)ccc1OCC(O)CN1CCN(c2cc(C)cc(C)c2)CC1 (centres undefined),-15%,4%,-30%
